Source: PubChem
SMN2 splice enh – SMN2 splice variant enhancement | Potency, µM (series often up to 46.1 µM), inactives show at the highest dose activity change, positive = activation, actives largely listed as activators | actives 2.8% (n = 210,000) | HEK293 SMN2-luciferase splicing reporter, luminescence, 30-36 h; also: % of control where 0% means no effect; nearly all actives have a fitted effect of over 55% in size
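HEK293 cells carry an SMN2 minigene-luciferase reporter in which exon 7 inclusion puts luciferase in frame. Cells were seeded at 2000 cells/well, attached for 10-12 hours, then exposed to compounds for 30-36 hours at 37C before ONE-Glo luminescence.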
Tau fibril ThT – inhibitors of human tau fibril formation, thioflavin T binding. P10636. recombinant tau K18 P301L, heparin-induced fibrillization, ThT fluorescence. Potency, µM (highest dose often 57.4 µM), inactives show top-dose activity, negative = inhibition, actives largely listed as inhibitors. actives 2.1% (n = 270,000); also: % is scaled to controls: 0 for no effect and ±100 for the full control effect; nearly all actives have a fitted effect of over 55% in size
Target sequence (P10636 561-689 P618L limits assumed): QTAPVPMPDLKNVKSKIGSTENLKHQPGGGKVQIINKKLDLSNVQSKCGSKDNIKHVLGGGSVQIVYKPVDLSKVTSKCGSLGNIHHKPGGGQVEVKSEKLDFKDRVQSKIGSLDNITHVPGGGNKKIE
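Heparin-induced fibrillization of the P301L-mutant K18 repeat-domain fragment of human tau was followed by ThT binding in quantitative high-throughput format.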
Tau fluor counter – counter-screen for tau fibril formation inhibitors | AID 1463 | actives 0.93% (n = 280,000) | Potency, µM (highest dose often 57.7 µM), inactives show at the highest dose activity change, negative = decrease | tau K18 P301L Alexa594 fluorescence, heparin fibrillization; also: % is scaled to controls: 0 for no effect and ±100 for the full control effect; nearly all actives have a fitted effect of over 55% in size
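Human tau K18 P301L (15 uM unlabeled, 0.24 uM Alexa 594-labeled) in 100 mM sodium acetate pH 7 with 20 uM heparin, 6 hr at 37 C. ThT 30 uM added, 1 hr ambient; Alexa 594 FP and total fluorescence read at 555/632 nm.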
HTT ATP protect – Huntington cell model cytoprotection by ATP luminescence | PC12 HTT-Q103 induced, cytoprotection, ATP luminescence, 40 h | Potency, µM (top dose mostly 56.4 µM), without a hit: cytoprotection (ATP increase), actives largely listed as activators | actives 0.14% (n = 230,000) | AID 1471;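 also: % of control where 0% means no effect; nearly all actives have a fitted effect of over 45% in size; toxic huntingtin expression switched on by the ecdysone agonist tebufenozide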
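Rat PC12, Q103 Htt exon1-GFP fusion, ecdysone promoter; tebufenozide inducer 100 nM final; compound titration; qHTS, 1500 cells/well; ATPlite luminescent read.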
Tau FP inhib – inhibitors of human tau fibril formation. P10636. AID 1468. K18 P301L tau heparin fibrillization, Alexa594 FP, 6 h. actives 0.39% (n = 280,000). Potency, µM (highest dose often 57.7 µM), for the others: at the top dose activity, negative = inhibition, usual class: inhibitors; also: % is scaled to controls: 0 for no effect and ±100 for the full control effect; nearly all actives have a fitted effect of over 55% in size
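Read-out: fluorescence polarization of Alexa 594-labeled tau (0.24 uM), 555 nm excitation, 632 nm emission. Mixtures held 15 uM unlabeled K18 P301L, compound and 20 uM heparin, pH 7 acetate buffer, incubated 6 hr at 37 C.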
HTT aggregate – mutant huntingtin aggregation inhibition. PC12 HttQ103-GFP aggregates, Acumen cytometry, 40 h. Potency, µM (highest dose often 46.1 µM), for inactives: at the top dose activity change, negative = inhibition, actives largely listed as inhibitors. actives 1.1% (n = 220,000); also: % is scaled to controls: 0 for no effect and ±100 for the full control effect; nearly all actives have a fitted effect of over 60% in size
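Quantitative HTS on tebufenozide-induced (100 nM) PC12 cells stably expressing polyQ103 Huntingtin exon 1–GFP. Reduction of bright GFP aggregates, detected by laser scanning cytometry after lysis, identified actives across the titration.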
JMJD2E inh – inhibitors of human JMJD2E histone demethylase. B2RXH2. JMJD2E catalytic domain, FDH-coupled NADH fluorescence (FDH is formaldehyde dehydrogenase). Potency, µM (highest dose often 57.1 µM), inactives show at the highest dose activity change, negative = inhibition, hits mostly inhibitors. actives 1.6% (n = 230,000). AID 2147; active = well fitted inhibition curve with a large enough effect, not every such curve was filed as active; inconclusive = small, poorly fitted or top-dose-only effect, or another doubt; inactive = no such curve, though single readings can be large or run the other way;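 also: 0% = wells with enzyme and -100% = buffer wells without enzyme; nearly all actives have a fitted effect of over 50% in size; many of its hits are not listed in these tables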
Target sequence (B2RXH2 1-337 limits assumed): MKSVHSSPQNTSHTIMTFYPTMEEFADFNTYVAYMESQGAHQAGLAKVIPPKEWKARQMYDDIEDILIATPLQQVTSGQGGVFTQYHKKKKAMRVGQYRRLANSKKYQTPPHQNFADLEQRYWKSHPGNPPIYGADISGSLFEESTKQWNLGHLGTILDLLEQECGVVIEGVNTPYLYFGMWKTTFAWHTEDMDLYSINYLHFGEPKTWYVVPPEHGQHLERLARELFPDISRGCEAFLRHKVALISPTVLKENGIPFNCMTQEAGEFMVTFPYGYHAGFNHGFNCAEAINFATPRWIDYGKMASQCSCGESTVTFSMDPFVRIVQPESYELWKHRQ
ALDH1A1 block – inhibitors of human aldehyde dehydrogenase 1A1. Purified ALDH1A1, NADH fluorescence, propionaldehyde substrate. Potency, µM (highest dose often 75.3 µM), inactives show top-dose activity, negative = inhibition, hits mostly inhibitors. actives 7.3% (n = 220,000). AID 1030; active = well fitted inhibition curve with a large enough effect, not every such curve was filed as active; inconclusive = small, poorly fitted or top-dose-only effect, or another doubt; inactive = no such curve, though single readings can be large or run the other way;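 also: plate controls were no enzyme wells and a reference inhibitor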
Target sequence (P00352 whole entry, looked up): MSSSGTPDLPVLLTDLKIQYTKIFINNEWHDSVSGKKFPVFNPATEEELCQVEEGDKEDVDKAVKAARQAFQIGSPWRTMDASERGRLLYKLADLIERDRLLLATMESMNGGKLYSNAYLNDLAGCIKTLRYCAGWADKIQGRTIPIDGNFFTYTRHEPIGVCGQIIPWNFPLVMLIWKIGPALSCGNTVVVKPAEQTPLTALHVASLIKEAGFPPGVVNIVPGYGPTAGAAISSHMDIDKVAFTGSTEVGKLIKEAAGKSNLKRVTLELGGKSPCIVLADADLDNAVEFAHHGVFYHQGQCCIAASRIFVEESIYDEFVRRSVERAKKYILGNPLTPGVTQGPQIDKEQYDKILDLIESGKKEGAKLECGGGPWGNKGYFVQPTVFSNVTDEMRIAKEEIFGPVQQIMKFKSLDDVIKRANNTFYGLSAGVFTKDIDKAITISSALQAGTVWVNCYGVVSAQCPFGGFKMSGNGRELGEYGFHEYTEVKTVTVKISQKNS
* = called active by the depositor; u = inconclusive; x = no result given; [ ] = dose if it differs, or a comment. Unless noted, calls follow the shape of the dose curve; as a rule, active = well fitted curve in the direction sought with a large enough effect; inconclusive = small, poorly fitted or top-dose-only effect, or another doubt; inactive = no such curve, though single readings can be large; an effect the other way counts as inactive or inconclusive. Potency is read from the fitted curve at half-maximal effect. This is a subset, so the mix of outcomes need not match the whole.

Values run as follows: SMN2 splice enh | Tau fibril ThT | Tau fluor counter | HTT ATP protect | Tau FP inhib | HTT aggregate | JMJD2E inh | ALDH1A1 block
O=C(CN1C(=O)C2C3C=CC(C3)C2C1=O)Nc1cccc(S(=O)(=O)N2CCCC2)c1 (stereo unspecified)
 : -13.0% | 2.6% | 2.0% | 11.2%[10 µM] | -6.6% | 9.4% | 10.1% | -2.1%
OC(CN1CCOCC1)CN1CCOCC1
 : -6.3% | 0.1% | 0.3% | 30.2% | -3.2% | -1.8% | 3.5% | 8.2%
Cc1ccc(C(=O)NC(=S)Nc2ccccc2N2CCCC2)cc1[N+](=O)[O-]
 : -17.3% | -15.5% | u | -19.8%[10 µM] | 15.8% | 4.6% | 12.3% | 20µM*
O=[N+]([O-])c1ccccc1N/N=C/c1c[nH]c2ccccc12
 : 12.6µM* | 3.16µM* | 3.55µM*[quencher] | -14.6% | -15.1% | 8.1% | 0.2% | 1.4%
Clc1ccc(C[n+]2cc(-c3ccccc3)n3c2CCC3)cc1Cl
 : -12.6% | -2.1% | -2.6% | 18.5%[10 µM] | 0.3% | -6.9% | -5.9% | -7.0%
Cc1ccc2nc(/N=C(\N)NC(=O)NC3CCCCC3)nc(C)c2c1
 : x | u | -13.7% | -9.6%[10 µM] | -2.5% | -32.7%[9.22 µM] | -11.1% | x
COc1nnc(-c2ccc(C(=O)N3C[C@@H]4C[C@H](C3)c3cccc(=O)n3C4)cc2)c2ccccc12
 : 4.0% | -7.7% | 1.4% | -7.7%[0.074 µM] | 6.5% | -20.3% | -2.4% | 3.0%
CCOC(=O)CN1C(=O)C(C)(C)Oc2ccc(C(=O)Nc3ccccc3OC)cc21
 : -2.3% | -16.0% | -14.5% | 8.0% | -1.2% | 0.6% | 1.5% | -5.1%
CC(=O)O[C@@H]1C(=O)[C@@]2(C)[C@H](O)C[C@H]3OC[C@]3(OC(C)=O)[C@@H]2[C@H](OC(=O)c2ccccc2)[C@@]2(O)C[C@H](OC(=O)[C@@H](O)[C@@H](NC(=O)c3ccccc3)c3ccccc3)C(C)=C1C2(C)C (stereo in doubt)
 : 2.9%[20.6 µM] | x | x | -38.0%[inhibitor][40.3 µM] | x | x | 2.4%[25.5 µM] | 2.0%[20.9 µM]
CC(C)C(=O)Nc1nc(-c2ccccc2)ns1
 : 2.24µM* | -14.5% | -9.4% | -0.6%[10 µM] | 3.6% | -2.7% | -2.3% | -11.9%
CCO/C(=C/c1sc2ccc(OC)cc2[n+]1CCCS(=O)(=O)[O-])CC
 : -8.2% | -8.3% | -4.5% | 6.7% | -13.3% | 11.1% | -19.6% | -4.5%
CC(C(=O)NC1CC1)c1ncc(C(F)(F)F)cc1Cl (stereo unspecified)
 : 1.5% | 3.5% | 7.1% | 8.5%[10 µM] | 6.3% | 12.6% | 1.9% | 2.3%
C=CCn1c(SCC(=O)Nc2nnc(CC)s2)nnc1-c1cccnc1
 : -4.0% | -7.2% | -2.2% | 9.3% | 5.2% | 1.3% | -5.3% | -4.8%
NC(=O)c1c(NC(=O)CCCC(=O)O)sc2c1CCCCCC2
 : 25.9% | 4.1% | -1.5% | x | -2.2% | 6.6% | -5.4% | 5.9%
CN1CCN(CCC(=O)Nc2cccc(F)c2)CC1
 : -0.2% | 5.5% | 7.4% | -10.1% | 1.3% | 9.3%[9.22 µM] | 5.9% | u
C=CCN(c1ccccc1Cl)S(=O)(=O)c1cc(C(=O)N2CCCC2)ccc1Cl
 : x | -15.5% | -13.7% | 8.8%[10 µM] | 10.3% | 27.2%[9.22 µM] | -5.5% | x
CSc1ncccc1C(=O)NCC12CC3CC(CC(C3)C1)C2
 : 12.9% | -2.4% | 1.3% | -5.4%[10 µM] | 8.4% | -5.2% | 5.3% | -14.1%
CC1CCN(C(=O)C2CCN(S(=O)(=O)c3cnc[nH]3)CC2)CC1
 : -8.3% | -5.1% | -2.0% | 13.7%[1.9 µM] | -10.9% | 4.9% | 4.3% | -0.6%
COC(=O)CC1=NN(c2ccc(OC)cc2)C(=O)C1
 : 6.5% | -1.7% | -4.8% | -4.1%[10 µM] | 0.8% | -2.6%[9.22 µM] | 3.1% | -2.3%
CCOc1cccc(-c2nn3c(-c4ccco4)nnc3s2)c1
 : 4.3% | -17.5% | 3.0% | -33.9% | 3.7% | -3.9% | -4.5% | u
O=[N+]([O-])c1ccc(-c2cn(-c3ccccc3)c(=S)[nH]2)cc1
 : 22.9% | u | -29.3% | 10.1%[10 µM] | 14.8% | 1.0% | 6.2% | 0.3%
Cc1sc2ncnc(SCC(=O)N3CCCC3=O)c2c1C
 : -1.0% | -12.9% | -2.6% | -13.3%[10 µM] | -5.1% | -11.2% | 4.3% | 0.1µM*
CS(=O)(=O)N1CCN(C(=O)NC23CC4CC(CC(C4)C2)C3)CC1
 : 5.2% | 8.1% | -2.7% | -4.7% | -2.7% | 1.7% | 1.2% | -4.0%
Cc1cc(C)n(C(=O)CCCC(=O)n2nc(C)cc2C)n1
 : 13.4% | -6.5% | -4.9% | -11.9% | -0.4% | -0.8% | 3.4% | 0.0%
CC(=O)Nc1nc2ccccc2n1Cc1ccccc1Cl
 : x | -0.6% | -5.0% | -11.8%[10 µM] | 2.0% | 42.6%[9.22 µM] | -1.3% | x
CCOc1ccc(OCC)c(NC(=O)Cn2nc(CC)n3c(cc4sccc43)c2=O)c1
 : 1.9% | 8.4% | 1.7% | x | 3.5% | x | x | x
Cc1cccc(-n2nnc(C(=O)NCc3ccccc3Cl)c2N)c1
 : -66.9%[inhibitor] | -6.7% | -13.3% | -40.4% | u | -2.7% | 1.6% | u
CCN(CCC(=O)Nc1cc([N+](=O)[O-])ccc1OC)Cc1ccccc1
 : -19.9% | -4.9% | -4.6% | x | 3.7% | -12.0% | 0.4% | u
O=C1C(Nc2ccccc2)=C/C(=N/S(=O)(=O)c2cccs2)c2ccccc21
 : -95.5%[inhibitor] | 3.55µM* | 8.91µM*[quencher] | -94.5%[inhibitor][10 µM] | u | 6.31µM* | u | u
CC(C)OC(=O)c1nnn(-c2nonc2N)c1CN1CCc2ccccc2C1
 : -24.4% | -5.9% | -8.5% | -12.8% | 2.1% | -8.3% | 1.0% | u
O=S(=O)(c1ccccc1Oc1ccc(Cl)cc1Cl)N1CCCCC1
 : x | -8.0% | -10.1% | 8.3%[10 µM] | u | 10.2%[9.22 µM] | -22.3% | -10.2%
CC(NC(=O)c1ccc(N(C)C)cc1)C(c1cccs1)N1CCN(C)CC1 (stereo unspecified)
 : -4.7% | -3.7% | 3.2% | -6.3%[0.074 µM] | 0.1% | 6.4% | 7.3% | 3.5%
COc1ccc(Cn2c(=O)c3cccnc3n(Cc3cccc(OC)c3)c2=O)cc1
 : -7.6% | -3.3% | u | x | -7.5% | x | x | x
O=C(NCc1ccc(-c2csnn2)cc1)c1cccs1
 : x | -4.3% | -5.1% | 15.5%[10 µM] | -1.7% | -1.7%[9.22 µM] | 10.5% | x
Cc1ccc(C)c(Nc2nc(N)c3ccccc3n2)c1
 : 14.1µM* | -1.2% | -4.2% | x | 2.6% | -28.9% | -13.8% | 1.3%
CCc1nnc(NC(=O)CCC(=O)N2CCN(C3c4ccccc4-c4ccccc43)CC2)s1
 : 22.4% | -13.7% | 0.3% | 23.2%[10 µM] | -1.6% | 6.3% | 9.0% | 5.8%
CN(C)c1cc[n+](Cc2ccccc2)cc1
 : -40.3%[inhibitor] | -4.5% | -4.0% | -29.5%[10 µM] | -5.1% | 7.08µM* | 1.7% | 20.6%
O=C1CCN(S(=O)(=O)c2cccs2)c2ccc(C(F)(F)F)cc2N1
 : 20.1% | -13.8% | -12.5% | 0.0% | -10.7% | 14.5% | 2.6% | 5.1%
O=C1CC(C(=O)O)c2ccccc2N1 (stereo unspecified)
 : x | -7.8% | -5.6% | -7.2% | -9.7% | -11.3% | 9.3% | 16.2%
CC1CCN(C(=O)C2CC(c3ccc(F)cc3)=NO2)CC1 (stereo unspecified)
 : 9.2% | -5.1% | -4.6% | -2.1% | 6.4% | -11.5% | 5.3% | 5.5%
O=C(NCc1ccccn1)c1cc(-c2ccccc2)nc2ccccc12
 : -5.0% | -3.0% | -0.1% | 8.9%[10 µM] | -2.1% | -1.1% | u | u
Cc1ccc(C(=O)N[C@H](C(=O)OCc2nnc(-c3ccccc3)o2)C(C)C)cc1
 : x | -13.2% | -17.0% | 24.4%[10 µM] | -1.5% | -19.7%[9.22 µM] | 8.4% | 9.3%
COc1ccc(N/C=C/C(=O)c2ccc3c(c2)OCO3)cc1OC
 : 17.3% | 5.01µM* | u | x | -4.7% | 6.1% | -17.0% | u
COc1cc([N+](=O)[O-])ccc1NC(=O)CN(C)C
 : -4.1% | -10.5% | -14.5% | -14.9%[10 µM] | -11.9% | -6.2% | 7.6% | -5.4%
Fc1ccccc1OCCCCSc1ncccn1
 : -12.5% | -5.1% | -14.6% | -5.1% | -7.3% | 3.7% | -3.0% | 5.5%
COc1cccc(CN2CCN(C3CCN(c4ccccc4F)CC3)CC2CCO)c1 (stereo unspecified)
 : x | 1.1% | 3.6% | 16.2%[10 µM] | 0.1% | 2.9%[9.22 µM] | -2.0% | 0.5%
CCOC(=O)N1CCC(N(CCN(C)C)C(=S)Nc2ccc(Oc3ccccc3)cc2)CC1
 : -38.7%[inhibitor] | u | -3.8% | x | u | 3.8% | -6.3% | u
Cc1ccc2nsnc2c1S(=O)(=O)NCc1cccnc1
 : x | -7.2% | -2.5% | 11.3% | 1.1% | -10.7% | -29.3% | -10.7%
CCC(=O)N1c2ccc(S(=O)(=O)N(CCO)Cc3ccccc3)cc2CC1C (stereo unspecified)
 : -15.1% | -2.9% | -2.3% | -11.7% | -1.5% | u | -1.7% | -1.7%
CCCCN(C(=O)Cn1nnc2ccccc21)C(C(=O)NCCOC)c1ccc(OC)cc1OC (stereo unspecified)
 : 31.8% | -6.7% | -5.0% | -4.6% | -4.9% | -7.7% | 4.8% | 13.2%
Cc1nn(C)cc1C(C)NC(=O)c1cc(COc2c(F)cccc2F)on1 (stereo unspecified)
 : x | -10.9% | -7.7% | 24.2% | 1.7% | -10.4% | 7.4% | 3.9%
CCn1cnc2cc(NCc3cccs3)ccc21
 : u | -7.4% | -1.8% | -49.2% | 8.6% | -6.2% | u | -5.1%
